Source: PubChem
EP2 modulator: EP2 receptor (human) modulation; AID 940; hit rate 0.83% among 260,000; P43116; induction, % at 25 µM; EP2-expressing cells, cAMP HTRF FRET, PGE2 co-stimulation;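 active = compounds whose cAMP rise, as percent of the full-agonist control response, exceeds 60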;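 note: rat C6 glioma line stably carrying human EP2 under a CMV promoter; the protocol text gives 20 µM as final concentration; 100% = response of wells given 1 µM PGE2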
Target sequence (P43116 whole entry, looked up): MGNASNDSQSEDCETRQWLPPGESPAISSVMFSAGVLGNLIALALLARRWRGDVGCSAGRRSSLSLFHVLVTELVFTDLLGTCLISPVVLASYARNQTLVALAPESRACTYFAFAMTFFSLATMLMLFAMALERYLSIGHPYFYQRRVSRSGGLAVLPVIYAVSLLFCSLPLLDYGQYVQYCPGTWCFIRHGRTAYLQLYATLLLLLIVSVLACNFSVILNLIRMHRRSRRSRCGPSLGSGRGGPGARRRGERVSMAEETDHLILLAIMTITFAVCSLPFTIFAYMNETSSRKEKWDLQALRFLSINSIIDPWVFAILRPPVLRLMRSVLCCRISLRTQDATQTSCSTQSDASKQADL
An asterisk follows results filed as active.

The first seven records, to show the layout:
no.	EP2 modulator	SMILES
1	26	O=C(C[C@@H](C(=O)O)N1CCOCC1)c1ccccc1
2	-18	COc1ccc(C(=O)Nc2cc3c(C)cc(=O)oc3cc2C)cc1OC
3	1	CC(C)NC(=O)Cn1nc(-c2cccs2)n(-c2ccncc2)c1=O
4	-36	CCc1nn(CC(=O)NCCc2ccc(C)cc2)c(=O)c2cc3ccsc3n12
5	-2	CC1CCN(S(=O)(=O)c2ccc(I)cc2)CC1
6	11	CC[C@H](Cn1ncc2ccccc2c1=O)NC(=O)CC1CCCCC1
7	-11	Cc1ncccc1-c1cc2cccnc2n1CCC(=O)N1CCC(C(N)=O)CC1

The listing (from the top)
no.	EP2 modulator	SMILES
1	26	O=C(C[C@@H](C(=O)O)N1CCOCC1)c1ccccc1
2	-18	COc1ccc(C(=O)Nc2cc3c(C)cc(=O)oc3cc2C)cc1OC
3	1	CC(C)NC(=O)Cn1nc(-c2cccs2)n(-c2ccncc2)c1=O
4	-36	CCc1nn(CC(=O)NCCc2ccc(C)cc2)c(=O)c2cc3ccsc3n12
5	-2	CC1CCN(S(=O)(=O)c2ccc(I)cc2)CC1
6	11	CC[C@H](Cn1ncc2ccccc2c1=O)NC(=O)CC1CCCCC1
7	-11	Cc1ncccc1-c1cc2cccnc2n1CCC(=O)N1CCC(C(N)=O)CC1
8	-5	O=C(CN1CCCCC1)NNC(=O)c1cccc(Br)c1
9	-17	CC1CN(c2nc3c(c(=O)[nH]2)CCN(Cc2ccc(Br)s2)C3)CC(C)O1 (stereo not drawn)
10	1	COCCN1C(=O)C(O)=C(C(=O)c2cccs2)C1c1ccc(OC)c(OC)c1 (stereo not drawn)
11	-4	COC(C(=O)Nc1ccc(S(=O)(=O)N2CCCC2)cc1)c1ccccc1 (stereo not drawn)
12	-15	Cc1ccnc(Nc2nc(-c3ccc(F)cc3)cs2)c1
13	-7	Cc1cccn2c(=O)c3cc(C(=O)NC(C)c4ccccc4)c(=N)n(C(C)C)c3nc12 (stereo not drawn)
14	-16	CC(=O)Nc1ccc(NS(=O)(=O)c2ccc3c4c(cccc24)C(=O)N3C)cc1
15	-63	COc1ccc(OCc2nnc(SCC(=O)Nc3cccc(C(F)(F)F)c3)o2)cc1
16	-27	Cc1cccc(NC(=S)N2CCC(NC(=O)C3CCCCC3)CC2)c1
17	8	COc1cc([C@@H]2c3cc4c(cc3C(OC3O[C@@H]5COC(C)O[C@H]5[C@H](O)[C@H]3O)C3COC(=O)[C@@H]32)OCO4)cc(OC)c1O (stereo partly drawn)
18	-28	CC(C)NC(=O)Cn1nnc(-c2ccc(F)cc2)n1
19	5	COc1cc2cc(C)c(SCC(=O)N(C(C)C)C(C)C)nc2cc1OC
20	-11	COc1ccc(NC(=O)c2ccco2)cc1NC(=O)c1cccc2ccccc12
21	39	CCCC(c1nnnn1C(C)(C)CC)N(Cc1ccccc1)Cc1cc2cc(C)cc(C)c2[nH]c1=O (stereo not drawn)
22	-9	CC(=O)N1CCN(c2cc(Cl)ccc2C)CC1
23	-21	O=C1Nc2ccc(Br)cc2C12OCCCO2
24	-22	Cc1nc2ccc(C(=O)NC3CCCOC3)cc2s1 (stereo not drawn)
25	23	CCc1ccc2[nH]c(=O)c(CN(Cc3ccc(C)cc3)C(=O)NC3CCCCC3)cc2c1
26	-6	CCOC(=O)c1ccc(S(=O)(=O)N2CCCCC2)cc1
27	20	C[N+]1(CCCC[N+]2(C)CCCCCCC2)CCCCCCC1
28	-92	COc1ccc(C2(C(=O)N3CCCC(c4ncncc4-c4ccncc4)C3)CCCC2)cc1 (stereo not drawn)
29	-42	Cc1cc(C)n(-c2cccc(CN3CCC(O)(c4ccccc4F)CC3)c2)n1
30	-32	CC(C)[C@@H](Cn1nc(C2CC2)ccc1=O)NC(=O)C1CC1
31	28	Cc1cccc2cc(CN(Cc3cccs3)C(=O)c3ccc(F)cc3)c3nnnn3c12
32	44	N#C/C(=C\N1CCNC1=S)C(=O)c1ccc2ccccc2c1

Pulled by structure from the list above:
no.	EP2 modulator	SMILES
31	28	Cc1cccc2cc(CN(Cc3cccs3)C(=O)c3ccc(F)cc3)c3nnnn3c12
32	44	N#C/C(=C\N1CCNC1=S)C(=O)c1ccc2ccccc2c1
29	-42	Cc1cc(C)n(-c2cccc(CN3CCC(O)(c4ccccc4F)CC3)c2)n1
27	20	C[N+]1(CCCC[N+]2(C)CCCCCCC2)CCCCCCC1
30	-32	CC(C)[C@@H](Cn1nc(C2CC2)ccc1=O)NC(=O)C1CC1
26	-6	CCOC(=O)c1ccc(S(=O)(=O)N2CCCCC2)cc1

New compounds follow.
no.	EP2 modulator	SMILES
33	6	CCN(CC)C(=O)CN1CCC(n2cnc3cccnc32)CC1
34	12	COc1ccc(-c2cc(=O)c3c(O)c(OC)c(O[C@H]4O[C@H](CO[C@@H]5O[C@@H](C)[C@H](O)[C@@H](O)[C@H]5O)[C@@H](O)[C@H](O)[C@H]4O)cc3o2)cc1
35	10	NCOC(=O)Cc1ccc(Br)cc1
36	29	COc1cc(CC(=O)NC(c2ccccc2)c2nccn2C)cc(OC)c1OC (stereo not drawn)
37	6	CCC(=O)N(CC)Cc1cc2cc(OC)ccc2[nH]c1=O
38	-27	Cc1nn(CCC(=O)NC2(c3cccc(F)c3)CCCC2)c(C)c1C
39	13	Cc1ccc(-n2c(CSc3nc(C)cc(C)n3)nnc2SCC(=O)Nc2ccccc2O)cc1
40	-38	COc1ccc2nc(CN3CCc4nc(N5CCC(C)CC5)[nH]c(=O)c4C3)ccc2c1
41	-42	Cc1cccc2cc3c(N)c(C(=O)OC(C)C)sc3nc12
42	14	CSc1ncnc2c1ncn2CC(=O)[C@@H]1CC[C@@H]2[C@H]3CCC4=CC(=O)CC[C@@]4(C)[C@@H]3CC[C@]21C
43	31	COc1ccc2cc(C)c3nn(CCNC(=O)c4noc5c4CCCC5)c(=O)n3c2c1
44	-52	O=C1/C(=C/C=C2/Sc3ccccc3N2CCO)SC(=S)N1c1ccccc1
45	-52	CCOc1ccc2cc3c(N)c(C(=O)N4CCCCC4)sc3nc2c1
46	10	COc1cc(CC(=O)N2CCCC(c3[nH]ncc3-c3cc(C)no3)C2)cc(OC)c1OC (stereo not drawn)
47	-88	O=C(Nc1ccc(S(=O)(=O)Nc2cccc(C(F)(F)F)c2)cc1)c1ccco1
48	21	Cc1ccc(N(CC(=O)NCc2ccco2)C(=O)CCC(=O)Nc2ccccn2)cc1
49	-33	O=C1CCc2cc(S(=O)(=O)NC(CN3CCOCC3)c3ccccc3)ccc2N1 (stereo not drawn)
50	-5	O=C(O)[C@@H]1C[C@H](C(=O)O)N1
51	-7	CCN(Cc1ccccc1)C(c1cc2ccc(C)c(C)c2[nH]c1=O)c1nnnn1C1CCCC1 (stereo not drawn)
52	2	Cc1sc2nc(C)n(C3CCN(C(=O)CCN4CCCC4=O)CC3)c(=O)c2c1C
53	-14	COCCCn1c(=N)c(C(=O)NC2CCCC2)cc2c(=O)n3cc(C)ccc3nc21
54	23	N[C@@H](C(=O)O)[C@@H](O)[C@H](O)[C@H](O)CO
55	-6	O=C(NC1CCCCC1)C(c1ccccn1)N(C(=O)c1csnn1)c1ccccc1-c1ccccc1 (stereo not drawn)
56	-14	Cc1cc2c(o1)c1cnn(CC(=O)NC3CCCC3)c(=O)c1n2C(C)C
57	-95	Cn1c(N2CCC(C(=O)NCCc3ccc(F)cc3)CC2)nc2ccccc21
58	-6	CC(=O)N1CCN(C(=O)Cn2nc3c(C)cc4cc(C)ccc4n3c2=O)CC1
59	44	CCCn1c(COc2ccc(OC)cc2)nc2ccccc21
60	-24	O=S(=O)(NCc1ccc2c(c1)OCO2)c1ccc(S(=O)(=O)NCC2CCCO2)cc1 (stereo not drawn)
61	-79	Cc1ccc(C(=O)N2CCC(C(=O)c3ccc4c(c3)OCCO4)CC2)cc1
62	-99	COc1ccccc1C1(O)CCN(CC(O)c2ccc(F)c(F)c2)CC1 (stereo not drawn)
63	-50	O=C(C1CC1)N1CCCc2cc(C(O)CN3CCN(c4ccccc4F)CC3)ccc21 (stereo not drawn)
64	-3	CCCc1nnc(N)s1
65	8	Cc1ccccc1CC(=O)NCCn1nc(-c2cccs2)oc1=O
66	12	O=C(COc1ccc(Cl)cc1)Nc1nnc(-c2ccc3c(c2)OCO3)s1
67	0	Cc1nc2c(c(=O)[nH]1)CCN(C(=O)c1ccc3sc(C)nc3c1)C2
68	57	CCC1Oc2ccc(C)cc2N(CC(=O)N(Cc2ccccc2)Cc2ccccn2)C1=O (stereo not drawn)
69	-13	COc1ccc(-c2nnc(SCC(=O)Nc3nccs3)n2C)cc1
70	-21	Cc1cc(C)c2nc3sc(C(=O)O)cc3cc2c1
71	-8	Cc1ccc2nc(-c3ccc(O)cc3)c(NCC3CCCO3)n2c1 (stereo not drawn)
72	20	C=C1C(N)CC2CC1C2(C)C (stereo not drawn)
73	-8	COc1ccc(-c2cc(=O)c3c(O)c(OC)c(OC)c(OC)c3o2)cc1
74	-7	Cc1cccc(NC(=O)CSc2nc(-c3ccco3)cc(C(F)(F)F)n2)c1C
75	2	CC(NC(=O)Cc1cccc(F)c1)c1nc2cccnc2n1C(C)C (stereo not drawn)
76	17	CC[C@H](Cn1nc(-c2ccc(OC)cc2)ccc1=O)NC(=O)c1ccc2nc(C)[nH]c2c1
77	19	CCc1nnc(NC(=O)CSc2nc3cc(C)ccc3cc2CC)s1
78	-1	O=C1NC2(CCN(C(=O)C3CC(=O)N(C4CCCCC4)C3)CC2)Nc2ccccc21 (stereo not drawn)
79	14	COc1ccc(C(=O)Nc2sc(C(=O)Nc3ccccc3OC)c(C)c2C#N)cc1
80	-12	O=C(CCSc1nc(-c2ccco2)cc(C(F)(F)F)n1)NC1CCCC1
81	-51	Cc1ccc(NC(=O)CSc2nc3ccccc3c(=O)n2C)cc1Cl
82	-3	COc1ccc(C2(O)CCN(CC(=O)NC3CCCCC3C)CC2)cc1 (stereo not drawn)
83	-31	Cc1ccc2[nH]c(=O)c(CN(Cc3cccnc3)C(=O)Nc3ccccc3Cl)cc2c1
84	7	Cc1cnc(C(=O)N2CCCC(c3ncncc3-c3ccncc3)C2)cn1 (stereo not drawn)
85	15	CCC[n+]1cccc(C(=O)c2ccccc2)c1
86	17	O=C(O)C1(C(=O)O)CCN(S(=O)(=O)c2ccccc2)CC1
87	6	CCn1c(SCC(=O)OC2CCCCC2)nnc1C1CCCCC1
88	34	CC(=O)[C@H]1CC[C@@H]2[C@]1(C)CC=C1[C@@]23C=C[C@@]2(C[C@H](O)CC[C@@]12C)[C@H](C(=O)O)[C@@H]3C(=O)O

Other compounds follow.
no.	EP2 modulator	SMILES
89	-41	O=C(CSc1ccc(-c2nc3ccccc3[nH]2)cn1)Nc1ccc2c(c1)OCO2
90	-45	Cc1nc2c(c(=O)[nH]1)CN(C(=O)c1cc(-c3ccc(C)o3)[nH]n1)CC2
91	80*	C=C(C)Cn1c(SCc2ccc(Cl)cc2)nc2c1c(=O)n(C)c(=O)n2C
92	-102	Cn1c(N2CCCC(C(=O)NCCc3cccc(F)c3)C2)nc2ccccc21 (stereo not drawn)
93	11	COc1ccc(Cc2nnc(SCC(=O)N3c4ccccc4Sc4ccccc43)o2)cc1
94	-48	O=S(=O)(c1ccccc1Cl)N1CCC(n2nnc3ccccc32)CC1
95	-13	COc1ccc(OC)c(C2CC(c3ccc(NS(C)(=O)=O)cc3)=NN2C(C)=O)c1 (stereo not drawn)
96	11	CC(=O)[C@@]1(O)CCC2C3CCC4=CC(=O)CC[C@]4(C)C3CC[C@@]21C (stereo partly drawn)
97	-29	Cc1[nH]c2ccc(-c3nnc(SCC(=O)N(C)c4nc(-c5ccccc5)cs4)o3)cc2c1C
98	-35	COc1cccc(C(=O)Nc2ccc3c(c2)OCCO3)c1OC
99	8	CCCn1c(SCC(=O)Nc2cc(C)ccc2OC)nc2c1c(=O)n(C)c(=O)n2C
100	-24	Cc1csc(NC(C)C)n1
101	18	COC(=O)[C@@H]1C(O)CC[C@H]2CN3CCc4c([nH]c5ccccc45)[C@@H]3C[C@@H]21 (stereo partly drawn)
102	-18	COc1ccc(CN2C[C@@H]3CCCN3C[C@@H]2Cc2ccccc2)cc1O
103	-8	C=C(C)CN1CCN(Cc2ccc(OCC(=O)N3CCCC3)cc2)CC1
104	21	CN1CCC(=C2c3ccccc3Sc3ccccc32)CC1
105	-23	COc1ccc(OC)c(NC(=O)CSc2n[nH]c(C)n2)c1
106	-77	O=C(Cc1ccc(-c2ccccc2)cc1)N1CCC(O)(c2ccccn2)CC1
107	6	COc1ccc(OC)c(NC(=O)CN2CCC(NC(=O)C3CCCCC3)CC2)c1
108	-14	O=C(CSc1nc2ccc(Cl)cc2[nH]1)Nc1ccc(Br)cc1
109	1	O=C(c1ccccc1F)N1CCC(n2nnc3ccccc3c2=O)CC1
110	-36	Cc1nn(C)cc1S(=O)(=O)NCc1nc2ccccc2n1C
111	-19	O=C1CC2(CCN(C(=O)C3CCCC3)CC2)Oc2ccccc21
112	3	CC(C)(C)C(=O)NC1CCN(CC(=O)Nc2ccc(Cl)cc2)CC1
113	-44	CCNC(=S)N(Cc1cc2c(C)cc(C)cc2[nH]c1=O)CC1CCCO1 (stereo not drawn)
114	-5	COc1cc(Cl)c(C2C(C#N)=C(N)OC3=C2C(=O)CC(C)(C)C3)cc1OC (stereo not drawn)
115	-22	O=c1[nH]c(N2CCCCC2)nc2c1CCN(Cc1cccn1-c1cccnc1)C2
116	30	CCOC(=O)c1c(-c2ccc(OC)c(OC)c2)csc1NC(=O)CCCl
117	28	CCC(c1nnnn1C1CCCCC1)N(Cc1cc2cc(C)ccc2[nH]c1=O)C1CCCC1 (stereo not drawn)
118	17	CC(=O)c1c(C)nn(-c2ccccc2)c1Cl
119	5	CCC(=O)N(Cc1ccccc1)Cc1cc2cc(C)c(C)cc2[nH]c1=O
120	-17	Cc1ncc(-c2ccncc2)c(C2CCCN(CC(=O)NCc3ccco3)C2)n1 (stereo not drawn)
121	6	COc1ccc2cc(C(c3nnnn3C(C)(C)C)N3CCOCC3)c3nnnn3c2c1 (stereo not drawn)
122	-50	Cc1ccc(CCC(=O)N2CCCC2c2nc3ccccc3[nH]2)o1 (stereo not drawn)
123	-20	CCc1ccc2[nH]c(=O)c(CN(CC3CCCO3)C(=O)Nc3ccccc3OC)cc2c1 (stereo not drawn)
124	-33	CCOc1ccc(-n2c(SCC(=O)N(CC)CC)nc3ccccc3c2=O)cc1
125	19	CN(C)c1nc(Nc2ccc(Cl)c(Cl)c2)nc(N(C)C)n1
126	-6	CCCC(c1nnnn1CC1CCCO1)N1CCN(c2ccc(OC)cc2)CC1 (stereo not drawn)

Not all compounds are listed; the hit share may differ from the screen's.
